Assay outcomes from PubChem BioAssay.
IDE act: activators of human insulin-degrading enzyme in cells; P14735; HEK cells, FAbeta-B cleavage, fluorescence polarization; 0% vehicle, 100% cell-free pure enzyme wells; activation, % at 5.96 µM; 0.073% of 340,000 active; AID 493087;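 active = activation above the mean of all tested compounds plus 3 SD, set per screening campaign, cut at about 17% in these data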
Target sequence (P14735 whole entry, looked up): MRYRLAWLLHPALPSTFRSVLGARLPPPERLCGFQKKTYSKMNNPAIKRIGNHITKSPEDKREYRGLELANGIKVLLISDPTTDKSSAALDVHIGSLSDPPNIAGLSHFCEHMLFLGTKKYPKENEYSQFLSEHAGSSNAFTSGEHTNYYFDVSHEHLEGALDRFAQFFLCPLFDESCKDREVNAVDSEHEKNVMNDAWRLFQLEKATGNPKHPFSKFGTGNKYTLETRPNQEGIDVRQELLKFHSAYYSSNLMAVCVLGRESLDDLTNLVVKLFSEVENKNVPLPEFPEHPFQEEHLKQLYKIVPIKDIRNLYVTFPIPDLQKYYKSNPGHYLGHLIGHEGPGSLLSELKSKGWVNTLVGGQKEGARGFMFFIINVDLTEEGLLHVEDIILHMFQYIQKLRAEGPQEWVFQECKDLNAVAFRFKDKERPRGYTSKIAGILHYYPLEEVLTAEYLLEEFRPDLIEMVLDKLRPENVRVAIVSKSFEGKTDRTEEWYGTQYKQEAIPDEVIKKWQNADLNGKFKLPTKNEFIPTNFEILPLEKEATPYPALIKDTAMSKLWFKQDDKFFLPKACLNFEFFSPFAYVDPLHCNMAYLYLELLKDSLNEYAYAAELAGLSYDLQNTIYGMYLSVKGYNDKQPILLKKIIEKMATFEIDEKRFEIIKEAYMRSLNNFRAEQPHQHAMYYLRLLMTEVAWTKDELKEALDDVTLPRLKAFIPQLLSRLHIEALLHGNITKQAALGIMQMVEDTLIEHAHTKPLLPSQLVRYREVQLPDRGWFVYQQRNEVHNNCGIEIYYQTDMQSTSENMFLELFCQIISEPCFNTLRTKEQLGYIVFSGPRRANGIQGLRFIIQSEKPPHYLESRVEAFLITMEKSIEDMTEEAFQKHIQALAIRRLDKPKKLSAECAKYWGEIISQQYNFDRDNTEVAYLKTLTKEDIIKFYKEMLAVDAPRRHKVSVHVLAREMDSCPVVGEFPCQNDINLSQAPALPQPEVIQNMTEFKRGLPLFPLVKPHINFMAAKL
NS3 helicase inh: blocks Hepatitis C virus NS3 helicase unwinding. inhibition, % at 10.9 µM. 0.56% of 290,000 active. NS3 helicase DNA unwinding, Cy5 molecular beacon fluorescence;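 active = inhibition above the mean of all tested compounds plus 3 SD, set per campaign, cut at about 35% in these data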;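 note: 0% = DMSO wells and 100% = thioflavine S control wells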
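Measured by: Cy5 fluorescence, 0 and 60 min reads / Assay system: NS3 helicase fragment of HCV / Control set: low DMSO, high thioflavine S at 110 µM / Times: 1 h reaction at 25 °C, ATP-initiated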
FID counter: displaces DNA intercalator in HCV helicase counter-screen; DNA fluorescent intercalator displacement, fluorescence; inhibition, % at 7.9 µM; 0.17% of 290,000 active; AID 1845; in the data active = inhibition above about 37%;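 note: 0% = vehicle and 100% = reference compound; higher means more ethidium bromide displaced from hairpin DNA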
IMP-1 inh: blocks Pseudomonas aeruginosa IMP-1 metallo-beta-lactamase | purified IMP-1, nitrocefin hydrolysis, epi-absorbance fluorescence | 0.45% of 290,000 active | inhibition, % at 5.6 µM | AID 1556;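 active = inhibition above the mean plus 3 SD of all compounds in the same screening run, cut at about 4.5% in these data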;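 note: 0% = IMP-1 with DMSO and 100% = DMSO wells lacking enzyme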
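System: purified recombinant IMP-1 beta-lactamase. Medium: Zinc- and detergent-supplemented HEPES buffer, pH 7.1. Compound: one 5.6 µM dose […]. Schedule: 15 min preincubation plus 25 min reaction at 25 °C. Technique: Epi-absorbance fluorescence, 480 nm excitation, 530 nm emission.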
p-CIP stab down: lowers stability of the mouse p/CIP coactivator protein; Q05BA5; F442A p/CIP-EGFP cells, EGFP fluorescence, 16 h; decrease of EGFP signal, % at 10 µM; 0.01% of 290,000 active; AID 1984;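 active = EGFP signal decrease of at least 30% at 10 µM or well 3 SD below plate mean, unless failing retest; inactive = the rest, including hits failing retest or dose response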; note: some compounds called inactive have numbers as strong as hits; many of its hits are not listed in these tables
IDE cell inh: inhibitors of human insulin-degrading enzyme in cells | P14735 | HEK cells, FAbetaB cleavage, fluorescence polarization | inhibition, % at 5.59 µM | 0.41% of 320,000 active;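 active = percent inhibition above the average of all tested compounds plus 3 SD, set per screening campaign, cut at about 16% in these data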;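 note: IDE supplied by intact live HEK cells; FP after avidin binding of uncleaved biotin substrate so inhibition keeps polarization high; 0% = DMSO wells and 100% = 60 µM reference IDE inhibitor Ii1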
UBC9 SUMO inh: blocks human SUMOylation mediated by UBC9 | P63279 | HTRF SUMOylation assay, SAE1/SAE2 + UBC9, in vitro | inhibition, % at 35 µM | 0.36% of 290,000 active; in the data active = inhibition above about 50%, passing the limit was not always enough; note: strong numbers were not always called active
M18AAP inhibitor: blocks P. falciparum M18 aspartyl aminopeptidase | inhibition, % at 7.35 µM | recombinant PfM18AAP, H-Glu-NHMec fluorogenic cleavage | 1.2% of 290,000 active;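 active = inhibition above the campaign mean inhibition over all tested compounds plus 3 SD, cut at about 28% in these data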;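 note: 0% = plate median of test compound wells and 100% = 2 mM ZnCl2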
VIM-2 inh: inhibitors of Pseudomonas aeruginosa VIM-2 metallo-beta-lactamase. purified VIM-2, nitrocefin hydrolysis, epi-absorbance fluorescence. inhibition, % at 5.6 µM. 0.89% of 290,000 active. AID 1527;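 active = inhibition above the mean of all tested compounds plus 3 SD, cutoff set per screening run, cut at about 7.5% in these data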;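 note: red hydrolysis product quenches plate fluorescence so inhibitors raise well fluorescence; 0% = enzyme with DMSO and 100% = DMSO without enzyme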
Active calls of the source: *; x = not tested or not shown.

Molecule	IDE act	NS3 helicase inh	FID counter	IMP-1 inh	p-CIP stab down	IDE cell inh	UBC9 SUMO inh	M18AAP inhibitor	VIM-2 inh
Cc1ccc(Cc2c(C)nc3c(C(=O)O)cnn3c2C)cc1	x	1	-6	-3.8	x	x	x	0	-3.5
CC(C)Cn1c(CN2CCCCC2C)nc2c1c(=O)n(C)c(=O)n2C (stereo unspecified)	0	2	-7	-2.3	-13	-2	10	-3	-4.9
COc1ccccc1Nc1nc(-c2sc(N)nc2C)cs1	-7	17	1	-2.8	-9	5	-9	18	-1.9
O=S(=O)(Nc1cccc(-c2cn3cccnc3n2)c1)c1ccc(F)cc1	1	-1	-15	0.1	-4	-4	23	-2	2.1
COc1ccccc1C(=O)Nc1ccc(-c2nnn(CC(=O)N3CCN(C(=O)c4ccco4)CC3)n2)cc1	-2	6	-8	-0.8	-4	7	-8	-5	-4.0
COc1ccc(CCNC(=O)CN(c2ccc(OC)c(OC)c2)S(C)(=O)=O)cc1OC	-2	-3	-6	-0.5	-6	-5	-7	-3	-0.3
CSc1ccc(NC(=O)C(C)N2CCN(C)CC2)cc1 (stereo unspecified)	0	8	0	0.2	-3	-2	22	-2	-1.4
Cc1nc2ccccc2n1/N=C/c1ccc([N+](=O)[O-])o1	5	4	1	-1.8	x	0	x	-5	-2.7
CCC(C)(C)NC(=O)CN(Cc1cccs1)C(=O)CCC(=O)Nc1nccs1	-2	4	-22	-1.8	5	3	4	0	-3.1
NC(=O)CC(NC(=O)c1cccc(Br)c1)c1ccc(N2CCC(N3CCCC3)CC2)c([N+](=O)[O-])c1 (stereo unspecified)	-3	x	x	x	-15	3	14	x	x
COc1ccc(-c2cn(-c3ccccc3)c(=S)[nH]2)cc1OC	-2	-7	-17	-3.2	5	7	4	44*	-5.7
Cc1ccc(S(=O)(=O)NNC(=O)c2sc3nc(C)cc(C)c3c2-n2cccc2)cc1	4	-4	-21	-1.9	-16	7	-2	-3	-1.5
Cc1ccc(NC(=O)COC(=O)c2cccnc2)c(C)c1	5	11	-3	-2.2	-6	-3	19	-15	0.2
O=C(CSCc1ccc(Cl)cc1)N/N=C/c1c(Cl)cccc1Cl	-1	2	-4	-3.6	17	2	-6	0	-3.1
Oc1ccc(-c2nccc(-c3cccs3)n2)cc1	2	-9	-5	-2.4	1	5	-3	0	-0.2
CCC(O)(c1ccccc1)C(CN1CCOCC1)c1ccccc1 (stereo unspecified)	6	9	-8	-2.3	-8	3	10	1	-1.2
COc1ccc(N(CC(=O)NCc2ccc(F)cc2)S(=O)(=O)c2c(C)n[nH]c2C)cc1	6	1	-29	1.1	8	0	-4	-2	-0.5
COc1ccc(C(=O)c2c[nH]c(C(=O)NCCCn3ccnc3)c2)cc1	-2	3	5	-3.2	2	6	19	-2	-1.6
COc1cccc2c1Oc1cc([N+](=O)[O-])cc(N(C)C(C)=O)c1C=C2	3	-7	-17	-0.3	-5	-4	15	-5	0.2
CCCCOC(=O)c1ccc(NC(=O)CSc2nncn2C)cc1	3	-10	-8	-2.7	-15	5	33	-8	-1.0
CCOC(=O)c1sc(=S)n(CC)c1NC(=O)CC	7	0	1	-3.6	8	4	4	-2	-2.0
CC1=C(C#N)C(c2ccoc2)C(C(=O)OCc2ccccc2)=C(N)S1 (stereo unspecified)	5	11	-13	-3.4	2	2	2	0	0.3
O=c1[nH]c2ccc(NC(=S)Nc3ccccc3)cc2[nH]1	-1	-3	0	-3.3	-3	3	14	1	-1.4
O=C(Nc1ccccc1C(=O)O)c1cc(S(=O)(=O)N2CCCCC2)c(Cl)cc1Cl	-4	8	-3	-2.8	-12	-2	-5	5	-6.1
Cc1ccc(-c2cc(N)n(-c3ccccc3)n2)cc1	1	-2	-9	-2.5	-21	2	11	1	-1.4
CC(Sc1nnc(-c2ccc(OC(F)F)cc2)o1)C(=O)NCC1CCCO1 (stereo unspecified)	2	2	-17	-3.4	9	-1	-18	10	-1.2
CC(C)(C)OC(=O)NCCCC[C@H](NC(=O)c1[nH]cnc1C(=O)N[C@@H](Cc1ccccc1)C(=O)OC(C)(C)C)C(=O)OC(C)(C)C	4	x	x	x	-10	1	-29	x	x
O=C(Cn1cc2c(n1)CCCCC2)NCc1cccs1	5	-6	-6	-2.4	-5	1	5	5	-2.9
CCN(C(=O)CCNC(=O)Cn1cnc2ccccc2c1=O)c1ccccc1F	-1	-6	-13	-1.5	-12	-1	-6	0	-1.7
CCCc1ccc(OCc2ccc(C(=O)NCc3cccnc3)o2)c(OC)c1	-2	4	-39	-2.4	-8	6	8	-1	-3.0

Molecules from the list above with four or more nitrogen atoms:
Molecule	IDE act	NS3 helicase inh	FID counter	IMP-1 inh	p-CIP stab down	IDE cell inh	UBC9 SUMO inh	M18AAP inhibitor	VIM-2 inh
CC(C)Cn1c(CN2CCCCC2C)nc2c1c(=O)n(C)c(=O)n2C (stereo unspecified)	0	2	-7	-2.3	-13	-2	10	-3	-4.9
COc1ccccc1Nc1nc(-c2sc(N)nc2C)cs1	-7	17	1	-2.8	-9	5	-9	18	-1.9
O=S(=O)(Nc1cccc(-c2cn3cccnc3n2)c1)c1ccc(F)cc1	1	-1	-15	0.1	-4	-4	23	-2	2.1
COc1ccccc1C(=O)Nc1ccc(-c2nnn(CC(=O)N3CCN(C(=O)c4ccco4)CC3)n2)cc1	-2	6	-8	-0.8	-4	7	-8	-5	-4.0
Cc1nc2ccccc2n1/N=C/c1ccc([N+](=O)[O-])o1	5	4	1	-1.8	x	0	x	-5	-2.7
CCC(C)(C)NC(=O)CN(Cc1cccs1)C(=O)CCC(=O)Nc1nccs1	-2	4	-22	-1.8	5	3	4	0	-3.1
NC(=O)CC(NC(=O)c1cccc(Br)c1)c1ccc(N2CCC(N3CCCC3)CC2)c([N+](=O)[O-])c1 (stereo unspecified)	-3	x	x	x	-15	3	14	x	x
Cc1ccc(S(=O)(=O)NNC(=O)c2sc3nc(C)cc(C)c3c2-n2cccc2)cc1	4	-4	-21	-1.9	-16	7	-2	-3	-1.5
COc1ccc(N(CC(=O)NCc2ccc(F)cc2)S(=O)(=O)c2c(C)n[nH]c2C)cc1	6	1	-29	1.1	8	0	-4	-2	-0.5
COc1ccc(C(=O)c2c[nH]c(C(=O)NCCCn3ccnc3)c2)cc1	-2	3	5	-3.2	2	6	19	-2	-1.6
CCCCOC(=O)c1ccc(NC(=O)CSc2nncn2C)cc1	3	-10	-8	-2.7	-15	5	33	-8	-1.0
O=c1[nH]c2ccc(NC(=S)Nc3ccccc3)cc2[nH]1	-1	-3	0	-3.3	-3	3	14	1	-1.4
CC(C)(C)OC(=O)NCCCC[C@H](NC(=O)c1[nH]cnc1C(=O)N[C@@H](Cc1ccccc1)C(=O)OC(C)(C)C)C(=O)OC(C)(C)C	4	x	x	x	-10	1	-29	x	x
CCN(C(=O)CCNC(=O)Cn1cnc2ccccc2c1=O)c1ccccc1F	-1	-6	-13	-1.5	-12	-1	-6	0	-1.7
